Screens deposited in PubChem BioAssay by NMMLSC.
RGS8-Gao: regulators of human RGS8-Galphao interaction; multiplexed bead flow cytometry, RGS8-Galphao binding; actives lie on both sides; response (percent of control binding), % at 10 µM; hit rate 0.34% among 220,000; AID 1423; in the data active = response below about 60% or above about 140%; inactive = in between;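 also: Galphao activated as the GDP aluminium fluoride complex binding bead-coupled RGS8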
Target sequence (P09471 whole entry, looked up): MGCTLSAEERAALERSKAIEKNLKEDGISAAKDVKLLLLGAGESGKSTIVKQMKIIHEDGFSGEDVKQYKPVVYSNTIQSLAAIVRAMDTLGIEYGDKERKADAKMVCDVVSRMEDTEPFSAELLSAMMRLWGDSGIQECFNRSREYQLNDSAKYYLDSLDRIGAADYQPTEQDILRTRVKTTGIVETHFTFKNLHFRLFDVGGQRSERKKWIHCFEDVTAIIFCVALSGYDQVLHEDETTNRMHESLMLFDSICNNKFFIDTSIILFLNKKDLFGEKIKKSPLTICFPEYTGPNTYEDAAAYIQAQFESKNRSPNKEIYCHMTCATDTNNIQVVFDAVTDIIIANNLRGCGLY
RGS4-Gao reg: human RGS4-Galphao interaction regulation. Multiplexed bead flow cytometry, RGS4-Galphao binding; actives lie on both sides. binding response (% of control), % at 10 µM. hit rate 0.33% among 220,000. AID 1415; in the data active = binding response below about 49% or above about 150%; inactive = in between;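 also: fluorescent Galphao activated with aluminum fluoride binding bead-coupled RGS4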
Bim-Bcl-2: inhibitors of Bim-Bcl-2 interaction, human; Bead-based flow cytometry, Bim peptide-Bcl-2 binding; P10415; inhibition, % at 10 µM; hit rate 0.06% among 190,000; AID 950; in the data active = inhibition above about 40%; inconclusive = no clear call, values can overlap the other calls;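 also: 0% = no compound wells with probe peptide and 100% = reference peptide inhibitor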
Target sequence (P10415 whole entry, looked up): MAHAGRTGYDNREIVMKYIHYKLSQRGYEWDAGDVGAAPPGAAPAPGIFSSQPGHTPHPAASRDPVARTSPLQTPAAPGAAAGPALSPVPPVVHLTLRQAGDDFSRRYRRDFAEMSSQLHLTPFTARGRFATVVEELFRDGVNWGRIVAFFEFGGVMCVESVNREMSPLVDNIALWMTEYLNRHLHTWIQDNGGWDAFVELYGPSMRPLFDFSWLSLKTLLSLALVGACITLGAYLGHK
Bim-Bcl-B: human Bim-Bcl-B interaction inhibition; AID 951; hit rate 0.073% among 190,000; inhibition, % at 10 µM; bead-based flow cytometry, Bim peptide-Bcl-B binding; Q9HD36;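 also: 0% = tracer peptide without compound and 100% = reference inhibitor peptide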
Bim-Bcl-XL: inhibitors of Bim-Bcl-XL interaction, human | hit rate 0.04% among 190,000 | Bim peptide-Bcl-XL binding, bead flow cytometry, fluorescence | inhibition, % at 10 µM | Q07817
Target sequence (Q07817 whole entry, looked up): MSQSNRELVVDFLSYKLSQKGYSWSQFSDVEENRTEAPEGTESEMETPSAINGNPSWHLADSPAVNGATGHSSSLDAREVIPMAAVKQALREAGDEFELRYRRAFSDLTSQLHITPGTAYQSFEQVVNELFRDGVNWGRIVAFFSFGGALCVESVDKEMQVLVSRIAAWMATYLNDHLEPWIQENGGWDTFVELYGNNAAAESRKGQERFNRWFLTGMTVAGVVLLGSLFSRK
GSH fluor: GSH bead compound fluorescence profile | GSH beads flow cytometry, compound fluorescence 488/530 nm; active compounds read high | fluorescence (KMESF) at 10 µM | hit rate 0.25% among 190,000; in the data active = fluorescence above about 89;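 also: glutathione beads carrying GST-tagged Bcl family fusion proteins plus one bare bead set; values are compound well signal with DMSO vehicle wells as background; inactives centre near 16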
RGS7-Gao reg: modulates binding of RGS7 to human Galphao. Multiplexed bead flow cytometry; actives lie on both sides. AID 1439. binding response (% of control), % at 10 µM. hit rate 0.35% among 220,000. P09471; in the data active = binding response below about 49% or above about 150%; inconclusive = no clear call, values can overlap the other calls; inactive = in between;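 also: fluorescent Galphao held in activated GDP-AlF4 state binding bead-coupled RGS7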
ABCB1 block: human ABCB1 inhibition, ABCG2 as counter-screen. P08183. CCRF-Adr cells, JC-1 efflux, flow cytometry. inhibition, % at 6.6 µM. hit rate 0.067% among 190,000. AID 1326; in the data active = inhibition above about 40%;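 also: 0% = vehicle and 100% = reference inhibitor; higher value means more JC-1 retained so stronger ABCB1 efflux block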
Bcl-W Bim block: inhibitors of Bim-Bcl-W interaction, human; Q92843; bead-based flow cytometry, Bim peptide-Bcl-W binding; inhibition, % at 10 µM; hit rate 0.02% among 190,000;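 also: 0% = bound tracer without compound and 100% = peptide blocker; higher means less fluorescent Bim peptide bound to Bcl-W beads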
Target sequence (Q92843 whole entry, looked up): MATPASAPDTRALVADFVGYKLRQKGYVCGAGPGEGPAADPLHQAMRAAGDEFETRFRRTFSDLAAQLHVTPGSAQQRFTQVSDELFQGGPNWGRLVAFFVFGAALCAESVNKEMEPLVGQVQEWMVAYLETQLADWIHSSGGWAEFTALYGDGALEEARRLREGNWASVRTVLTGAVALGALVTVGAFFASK
Bim-Bfl-1: disrupts Bim binding to human Bfl-1. Bead-based flow cytometry, Bim-Bfl-1 binding inhibition. inhibition, % at 10 µM. hit rate 0.12% among 190,000;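 also: 0% = wells without compound plus tracer and 100% = blocker peptide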
ABCG2 block: blocks JC-1 efflux by human ABCG2 transporter. Q9UNQ0. IgMXP3 cells, flow cytometry. inhibition, % at 6.6 µM. hit rate 0.1% among 190,000;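 active = inhibition above 80%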;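 also: 0% = DMSO and 100% = nicardipine control wells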
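Assay system – ABCG2 IgMXP3 and barcoded ABCB1 CCRF-Adr cell mix · Input – 3 million cells/mL in well · Reagent – JC-1 fluorescent substrate · Compound – single test compound dose, 6.6 µM final · Timing – 10 min exposure at 25 °C with rotation, no wash · Detection – flow cytometry of retained JC-1 fluorescence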
Starred values were filed as active, the others as inactive; ? = inconclusive. Rule as the data show it, unless noted: active = inhibition above about 40%.

entry	SMILES	RGS8-Gao	RGS4-Gao reg	Bim-Bcl-2	Bim-Bcl-B	Bim-Bcl-XL	GSH fluor	RGS7-Gao reg	ABCB1 block	Bcl-W Bim block	Bim-Bfl-1	ABCG2 block
1	CCOC(=O)c1c(NC(=O)CSc2nc(C)cc(C)c2C#N)sc(C(C)=O)c1C	101.9	101.5	-8.0	-7.0	-3.0	6	102.0	7.2	3.0	-7.0	15.3
2	CN(NS(C)(=O)=O)c1c(C#N)c(C(F)(F)F)nn1C	105.5	102.8	-2.0	-2.0	-2.0	7	103.5	-0.4	0.0	-4.0	-0.5
3	O=C(CSc1nnc2ccccn12)c1ccc(OC(F)F)cc1OC(F)F	99.7	96.8	-9.0	-13.0	-9.0	27	98.7	0.0	0.0	-17.0	0.2
4	C/C=N/NC(=O)c1cc(Br)ccc1O	101.0	100.5	-7.0	-6.0	-9.0	12	99.2	-0.3	-8.0	-8.0	-13.9
5	O=C(OCC(=O)N1N=C(c2ccc(Cl)cc2)CC1c1ccco1)c1ccccc1O (stereo not drawn)	98.2	98.9	-9.0	-6.0	-12.0	26	101.8	0.4	0.0	-11.0	4.2
6	COc1cccc(-c2nnc(SCCOc3ccc4c(C)cc(=O)oc4c3)o2)c1	99.5	103.6	-14.0	-14.0	3.0	30	97.8	0.6	0.0	-18.0	2.8
7	Cc1cccc(C(=O)OCC(=O)NCc2cccs2)c1	101.1	99.7	-3.0	-1.0	-2.0	14	?	6.1	-4.0	-3.0	0.0
8	O=C1C=C(NCC2CCCO2)CC(c2ccccc2)C1 (stereo not drawn)	99.6	98.3	0.0	-3.0	4.0	23	97.8	-4.5	3.0	2.0	-7.5
9	CC(=O)c1sc(NC(=O)c2c(F)cccc2F)nc1C	99.2	100.2	0.0	0.0	-3.0	19	100.7	-0.1	-2.0	-1.0	0.3
10	COc1cccc(OC)c1C(=O)Nc1nc2ccc(S(C)(=O)=O)cc2s1	100.4	104.0	-1.0	-6.0	-1.0	14	106.0	0.3	-4.0	0.0	3.0
11	Cc1ccc2[nH]c(=O)c(CN(CCCN(C)C)C(=O)Nc3cccc(Cl)c3)cc2c1	101.2	100.9	2.0	0.0	-1.0	24	100.7	0.0	0.0	3.0	11.7
12	CCc1nnc(NC(=O)C2Cc3ccccc3CN2S(=O)(=O)c2c(C)c(C)cc(C)c2C)s1 (stereo not drawn)	101.4	102.1	-1.0	-3.0	0.0	5	102.5	2.1	0.0	-11.0	3.2
13	Cn1c(C(=O)Nc2ccc3c(c2)OCCO3)cc2c(=O)n(C)c3ccccc3c21	102.1	99.0	-6.0	-7.0	-4.0	23	100.3	0.1	3.0	-12.0	-0.1
14	C=CCn1c(C(C)(C)C)nc2ccccc21	101.9	103.2	-3.0	0.0	-5.0	10	103.3	0.9	-2.0	-5.0	3.2
15	C=CCc1c(C)nn(CC(=O)O)c1-c1ccccc1	103.6	99.5	-2.0	-2.0	-2.0	19	101.5	0.2	0.0	-15.0	1.1
16	CCCCN1C(=O)Cc2c1nc(N)c1c(N)nc(N(CCC)CCC)c(C#N)c21	95.4	97.7	-4.0	-10.0	-2.0	33	96.3	0.6	2.0	-8.0	42.9
17	Cc1ccccc1NC(=S)N(Cc1ccccn1)Cc1ccccc1Cl	100.6	100.2	-3.0	-7.0	0.0	10	?	4.6	-3.0	-7.0	26.6
18	CCc1ccccc1NC(=O)CSc1nnc(Cn2nnc3ccccc32)n1C	104.4	104.2	-1.0	-6.0	-7.0	12	101.3	1.7	-1.0	0.0	1.2
19	CCOc1cccc(C(=O)Nc2cc(-c3nn4c(C)nnc4s3)ccc2C)c1	98.7	97.6	-4.0	-5.0	1.0	19	97.0	-1.2	2.0	-5.0	1.4
20	COc1ccc2c(Cl)c(C(=O)NCc3ccco3)sc2c1	97.3	100.1	-9.0	-4.0	6.0	41	96.3	0.0	2.0	-8.0	0.5
21	Cc1ccc(C(=O)NCc2nnc(SCC(=O)NC(C)c3ccccc3)n2C)cc1 (stereo not drawn)	103.1	100.5	-3.0	0.0	0.0	21	92.4	0.2	-1.0	-5.0	-0.8
22	COc1ccc(-c2noc(C(=O)NCc3ccccc3Cl)n2)cc1OC	100.7	102.0	-8.0	-3.0	-2.0	10	94.0	1.7	0.0	-7.0	13.6
23	COc1ccc(C(=O)O)cc1S(=O)(=O)Nc1cccc(C(F)(F)F)c1	99.3	107.4	-2.0	-2.0	-3.0	52	108.2	0.7	-2.0	-6.0	7.5
24	Cc1oc2c(c1C(=O)NCc1cccnc1)C(=O)c1ccccc1C2=O	94.0	90.4	-5.0	-5.0	-4.0	17	85.7	2.9	-3.0	-6.0	2.5
25	O=C(Nc1ncc2c(n1)-c1ccccc1OC2)c1ccc(Cl)cc1Cl	99.1	100.6	-5.0	-2.0	-1.0	20	100.2	0.7	0.0	1.0	4.5
26	O=C(NCc1cccnc1)C1CCN(S(=O)(=O)N2CCOCC2)CC1	100.0	106.8	-2.0	-1.0	2.0	4	113.2	0.3	0.0	-2.0	0.4
27	CC(=O)c1ccc(NC(=O)N2CCCC(C(=O)c3ccc4c(c3)OCO4)C2)cc1 (stereo not drawn)	103.3	103.1	-7.0	-1.0	-7.0	18	102.5	0.6	-3.0	-5.0	5.8
28	CC(=O)Nc1cccc(-c2nnc(-c3ccccc3)o2)c1	97.0	95.6	-9.0	-4.0	-9.0	40	90.5	3.0	-1.0	-13.0	26.1
29	Cc1ccccc1C(=O)NNC(=O)Nc1ccccc1	98.4	96.3	-2.0	-4.0	-1.0	11	?	0.9	-2.0	-3.0	2.6
30	O=C(NC1CCCc2c1cnn2-c1ccc(F)cc1F)c1ccccn1 (stereo not drawn)	91.2	94.6	-1.0	1.0	0.0	12	83.6	28.5	4.0	1.0	30.7
31	O=C(COC(=O)CNS(=O)(=O)c1ccccc1)NC12CC3CC(CC(C3)C1)C2	101.8	100.8	-4.0	-4.0	-2.0	18	?	0.3	-6.0	-4.0	-0.7
32	COc1cc(/C=C/C(=O)Nc2nc3ccc(S(=O)(=O)NC(C)C)cc3s2)cc(OC)c1OC	100.2	98.5	0.0	-4.0	-6.0	8	99.3	-0.2	-5.0	-3.0	2.8
33	Cn1c(C2=C(O)CN(c3ccccc3)C2=N)nc2ccccc21	100.7	104.0	0.0	-2.0	-1.0	69	102.3	0.2	-6.0	2.0	5.5
34	O=C1NC2(CCc3ccccc32)C(=O)N1CCOc1ccc(Cl)cc1 (stereo not drawn)	101.5	97.8	-3.0	-8.0	-4.0	5	100.3	0.2	2.0	-11.0	0.4
35	c1coc(-c2nnc(NC3=NCCC3)o2)c1	103.4	103.9	-5.0	-7.0	-8.0	37	101.2	1.0	-1.0	-12.0	0.8
36	Cc1cc(-c2csc(NC(=O)c3ccccc3C(F)(F)F)n2)c(C)n1Cc1ccccc1	99.7	102.5	-5.0	-6.0	-4.0	14	99.1	0.1	-2.0	-4.0	0.1
37	CC(=O)NC(Cc1ccc(O)cc1)C(=O)NN (stereo not drawn)	99.2	94.9	-2.0	-8.0	-6.0	16	?	0.3	-3.0	-7.0	-3.1
38	Cc1ccnn1CC(=O)N/N=C/c1cccs1	104.7	105.0	-3.0	-2.0	-4.0	23	99.3	0.1	-5.0	-2.0	-0.5
39	O=C(CN1C(=O)c2ccccc2C1=O)Nc1ccccc1F	101.3	104.9	-10.0	-5.0	-15.0	52	107.5	0.1	4.0	-10.0	0.7
40	CCn1ncc([C@@H]2C[C@H]3CN(Cc4ccccc4C)C(=O)[C@]34CCCN24)c1C	84.9	97.2	-1.0	-3.0	-3.0	17	98.2	-2.1	-2.0	-3.0	-3.1
41	CCOc1ccccc1NC(=S)NC1CCCCC1	100.8	98.1	6.0	2.0	-1.0	6	98.2	0.1	2.0	10.0	2.5
42	COC(=O)c1sccc1NC(=O)c1cc(OC)cc(OC)c1	94.0	94.3	-3.0	-7.0	-2.0	22	98.8	-0.4	-1.0	-1.0	14.6
43	O=C(O)CN(C1CCCCC1)S(=O)(=O)c1ccc(F)cc1	98.8	100.6	0.0	-1.0	0.0	17	102.8	2.1	1.0	-2.0	4.5
44	CCc1nnc(NC=C2C(=O)OC(C)(C)OC2=O)s1	104.1	100.7	1.0	0.0	-3.0	5	98.9	0.8	-3.0	-4.0	1.4
45	CC1=C(C(=O)OCc2ccccc2)C(c2ccccc2)NC(=O)N1CCCCCC(=O)O (stereo not drawn)	98.1	93.9	-1.0	-18.0	-9.0	15	92.5	0.6	-7.0	16.0	0.6
46	O=C(Cn1nnc2ccccc2c1=O)N1CCOCC1	99.1	105.0	-1.0	-4.0	-2.0	15	96.0	-0.2	0.0	-2.0	-1.1
47	COc1ccc(CN(C)CC(=O)Nc2sc3c(c2C#N)CCC3)c(OC)c1	103.5	101.1	-2.0	0.0	1.0	12	97.5	0.0	-1.0	-1.0	0.0
48	O=S(=O)(Cc1ccc(Cl)cc1)N1CCN(Cc2ccccc2)CC1	100.6	98.3	-3.0	-4.0	-2.0	23	99.8	0.4	-4.0	-5.0	1.7
49	Cc1nn2c(COc3ccc(NC(=O)C(C)C)cc3)nnc2c2ccccc12	103.8	102.3	4.0	1.0	0.0	20	107.2	1.0	0.0	-2.0	3.4
50	CC(=O)c1c(C)[nH]c(C(=O)Nc2cc(S(=O)(=O)N(C)C)ccc2C)c1C	84.0	71.2	0.0	-4.0	0.0	13	93.6	0.3	0.0	1.0	4.8

(further entries)
entry	SMILES	RGS8-Gao	RGS4-Gao reg	Bim-Bcl-2	Bim-Bcl-B	Bim-Bcl-XL	GSH fluor	RGS7-Gao reg	ABCB1 block	Bcl-W Bim block	Bim-Bfl-1	ABCG2 block
51	COc1c(OC(C)=O)ccc(/C=N\NC(=O)c2ccc(Br)cc2)c1[N+](=O)[O-]	101.5	98.3	-3.0	-1.0	-1.0	15	102.1	-1.6	-1.0	-5.0	46.4
52	O=C(COc1cccc(F)c1)Nc1ccc2[nH]c(=O)[nH]c2c1	104.1	102.8	0.0	-4.0	0.0	9	104.6	0.3	1.0	-4.0	0.2
53	Cc1ccc(N(C(=O)c2snc(C(N)=O)c2N)C(C(=O)NCCC(C)C)c2ccco2)cc1 (stereo not drawn)	97.9	99.8	-2.0	-7.0	-4.0	22	105.8	4.2	-6.0	-7.0	7.7
54	CC(C)CN1CC(C(=O)O)CC1=O (stereo not drawn)	103.0	100.4	0.0	0.0	0.0	20	100.9	0.1	4.0	1.0	0.3
55	C/C(=N\NC(=O)c1ccc(C)cc1C)c1ccc(-n2ccnc2)cc1	101.7	102.6	-1.0	-3.0	-4.0	12	101.0	1.2	0.0	0.0	33.6
56	CC1(C)CC(=O)C2=C(C1)N(c1ncn[nH]1)C(N)=C(C#N)C2c1ccccc1 (stereo not drawn)	100.6	100.3	-3.0	-8.0	-6.0	10	99.5	-0.2	-1.0	-15.0	-1.3
57	CC(C)(C)c1ccc(C(=O)Nc2ccccc2Cl)cc1	103.6	102.9	-9.0	-6.0	-3.0	12	101.3	0.1	-1.0	-11.0	0.4
